TRPC6 inh: mouse TRPC6 channel inhibition; HEK293-TRPC6, membrane potential dye, ACh-evoked depolarization; active compounds read low; AID 2553; 310,000 tested, 1.1% active; B-score at 10 µM;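 active = B-score under library mean minus 3 SD, initial fluorescence not abnormally high, positive integrated signal ratio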;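 also: B-score derived from integrated fluorescence ratio over the kinetic read; more negative B-score means stronger inhibition of depolarization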
RGS4 block: human RGS4 inhibition. B-score at 10 µM. P49798. AID 463165. 310,000 tested, 0.45% active. HEK293 M3R/RGS4 inducible, Fluo-4 calcium flux; active compounds read high; triggered by carbachol at its EC20;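 active = B-score, a plate-corrected calcium signal, over three deviations above library mean, with baseline fluorescence within five deviations of library mean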;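 also: RGS4 expression induced by doxycycline in cells with stable M3 receptor; B-score is computed from the integrated fluorescence ratio over baseline after carbachol; higher B-score means a larger calcium signal and so more RGS4 inhibition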
Target sequence (P49798 whole entry, looked up): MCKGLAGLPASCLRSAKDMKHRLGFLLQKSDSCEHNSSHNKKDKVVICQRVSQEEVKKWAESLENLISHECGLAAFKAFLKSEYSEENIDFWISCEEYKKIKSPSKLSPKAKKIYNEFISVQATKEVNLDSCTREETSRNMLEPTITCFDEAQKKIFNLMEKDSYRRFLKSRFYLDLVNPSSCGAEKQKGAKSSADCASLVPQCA
RGS4 act: RGS4 potentiation or activation; HEK293 M3R/inducible RGS4, carbachol calcium flux Fluo4; active compounds read low; B-score at 10 µM; 310,000 tested, 0.92% active; AID 463111;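 active = B-score of the integrated calcium signal more than 4 SD below the library mean, with starting fluorescence not abnormally high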;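 also: negative B-score means reduced calcium response which marks RGS4 activation or potentiation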
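Material: M3R-expressing HEK293 line, RGS4 induced by doxycycline | Schedule: Overnight RGS4 induction, 30 min dye load 37 °C, 20 min compound RT | Measured by: Fluo4 fluorescence kinetic imaging of calcium | Read-out: Integrated calcium ratio converted to B score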
HIF activator: HIF pathway transcriptional activation; U2OS HRE-luciferase reporter, luminescence; normalized: DMSO 0%, desferrioxamine 100%; activation, % at 7.5 µM (by protocol); 300,000 tested, 0.32% active; AID 1910;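 active = mean activation of at least 10% of the iron chelator positive control signal, with at least half of replicates also reaching 10%; inconclusive = mean and replicate majority disagree about reaching 10%; inactive = mean and most replicates under 10%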
TRPC4 inh: inhibitors of mouse TRPC4 channel | Q9QUQ5 | HEK293 TRPC4beta/mu-opioid, DAMGO-evoked Fluo4 calcium flux; active compounds read low | B-score at 10 µM | 300,000 tested, 0.39% active | AID 2247;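 active = B-score over 3 SD under the library average, no early fluorescence shift, positive overall ratio signal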
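Material: HEK293 cells with stable TRPC4beta plus mu-opioid receptor expression / Probe or stimulus: DAMGO in two steps, submaximal then maximal / Compound: single concentration per test compound / Technique: kinetic Fluo4 fluorescence imaging of calcium influx / Read-out: per-well B score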
MrgX1 antagonist: blocks BAM8-22 activation of human MrgX1 receptor; MRGX1-HEK293 calcium flux, Fluo-4, BAM8-22 antagonism; active compounds read low; B-score at 10 µM; 310,000 tested, 1.3% active;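 active = calcium-response B-score plate-corrected more than 3 library SD below zero, starting fluorescence within 5 deviations, no agonist response on first addition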;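 also: peak minus trough fluorescence over baseline after final BAM8-22 challenge near maximal dose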
Target sequence (Q96LB2 whole entry, looked up): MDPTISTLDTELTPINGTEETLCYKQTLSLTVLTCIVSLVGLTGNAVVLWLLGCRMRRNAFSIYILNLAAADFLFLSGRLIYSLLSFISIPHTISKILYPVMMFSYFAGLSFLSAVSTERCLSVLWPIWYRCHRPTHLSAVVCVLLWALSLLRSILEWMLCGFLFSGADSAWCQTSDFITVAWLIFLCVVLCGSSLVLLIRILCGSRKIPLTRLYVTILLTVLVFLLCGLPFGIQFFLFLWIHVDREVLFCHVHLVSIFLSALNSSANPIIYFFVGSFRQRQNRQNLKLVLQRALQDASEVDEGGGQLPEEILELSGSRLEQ
MrgX1 PAM: human MrgX1 positive allosteric modulation, primary screen. Q96LB2. MrgX1-HEK293, Fluo-4 calcium flux, FDSS; active compounds read high. B-score at 10 µM. 310,000 tested, 0.63% active. AID 588675;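 active = plate-corrected calcium response at least 3 library SD above typical, normal starting fluorescence, not activating the receptor alone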;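 also: compound read alongside a low EC10 to EC30 dose of BAM8-22 agonist; peak minus trough fluorescence over baseline measured at the second addition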
SKKanGAS inh: blocks kanamycin growth of S. pyogenes SKKanGAS strain. AID 1662. 300,000 tested, 1.3% active. inhibition, % at 7.5 µM. BacTiter-Glo, 6 h;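 active = mean replicate score, as percent of positive control median, at least 50; inconclusive = mean below 50 but one replicate at or above 50; inactive = mean and every replicate below 50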;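 also: strain carries kanamycin resistance gene driven by streptokinase promoter and grows in 40 µg/ml kanamycin; loss of luminescence reflects streptokinase promoter inhibition or plain growth inhibition; 0% = median of DMSO wells and 100% = positive control at its reference dose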
MrgX1 ag: activates human MrgX1 receptor signaling | MrgX1-HEK293 cells, Fluo-4 calcium fluorescence, agonist mode; active compounds read high | B-score at 10 µM | 310,000 tested, 0.44% active;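 active = calcium response B-score plate-corrected fluorescence ratio at least 3 library SD, with starting fluorescence B-score inside 5 SD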
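Assay system: MrgX1-expressing HEK293 cells / Amount: fifteen thousand cells per well / Doses: test compound in the initial addition of three / Timing: cells plated overnight, dye loaded 0.5 h 37 °C, 0.5 h room temperature / Technique: kinetic calcium dye fluorescence, Fluo-4 NW / Control set: positive and negative controls per plate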
Platelet DG rel: platelet dense granule release activity; human platelet-rich plasma, SFLLRN dense granule ATP release, luminescence; inhibition, %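 (compounds screened at 7.5 µM in platelet-rich plasma)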; 300,000 tested, 0.22% active;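 active = mean replicate score, as percent of positive control, at or above 50; inconclusive = mean below 50 but at least one replicate at or above 50; inactive = mean and every replicate below 50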
TRPC6 activator: mouse TRPC6 channel activation; B-score at 10 µM; HEK293-TRPC6 membrane potential dye fluorescence; active compounds read high; 310,000 tested, 0.13% active; Q61143;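 active = B-score of the integrated fluorescence ratio above library mean plus 3 SD, and starting fluorescence ratio within library mean plus 5 SD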;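 also: higher score means more depolarization so channel activation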
An asterisk follows results filed as active; i = inactive; ? = inconclusive; nt = not tested or not shown.

Values in the order: TRPC6 activator, MrgX1 PAM, TRPC6 inh, SKKanGAS inh, RGS4 act, HIF activator, Platelet DG rel, TRPC4 inh, MrgX1 antagonist, RGS4 block, MrgX1 ag
1) COC(=O)Cc1[nH]nc2c1C1(C(=O)N(Cc3ccc(Cl)cc3)c3ccccc31)C(C#N)=C(N)O2 (stereo not drawn)
→ i, i, i, -7, i, -1.7, -3, i, i, 5.1*, i
2) OC(CN1CCOCC1)Cn1c2c(c3ccccc31)CCCC2 (stereo not drawn)
→ i, i, i, 11, i, 1.0, 2, i, i, i, i
3) COC(=O)C1(C)NC(c2ccc(F)cc2)C2C(=O)N(c3ccccc3)C(=O)C21 (stereo not drawn)
→ i, i, i, -2, i, 0.6, 5, i, i, i, i
4) Cc1c(Cc2ccccc2)c(=O)oc2cc(OCC(=O)NCC3CCC(C(=O)O)CC3)ccc12 (stereo not drawn)
→ i, i, i, 25, i, -0.4, 3, i, i, i, i
5) COc1ccc(OC)c(NC(=O)C(CC(=O)O)Cc2ccc(Cl)cc2)c1 (stereo not drawn)
→ i, i, i, 4, i, 0.0, 3, i, i, i, i
6) O=C(NNC(=O)c1ccc2ccccc2c1O)Nc1ccc(F)cc1
→ i, i, i, -2, i, 0.3, -9, i, i, i, i
7) C/C(=N\NC(=O)c1ccc(N2CCCC2=O)cc1)c1ccccc1
→ i, i, i, 0, i, -0.3, 5, i, i, i, i
8) CC(OC(=O)c1cnc2ccccc2n1)c1ccccc1Cl (stereo not drawn)
→ i, i, i, 15, i, 2.0, -1, i, i, i, i
9) CC(C)(C)n1nnnc1C(c1cccs1)N(Cc1cccnc1)Cc1ccco1 (stereo not drawn)
→ i, i, i, -7, i, -0.2, -1, i, i, i, i
10) Cc1ccc2c(CN(C)Cc3ccc(OC(F)F)cc3)cc(=O)oc2c1C
→ i, i, i, 3, i, -0.8, -1, i, i, i, i
11) CCOc1ccc2nc(Cl)c(CN(C(=O)c3cnccn3)C3CCCC3)cc2c1
→ i, i, i, 2, i, -0.1, 2, i, i, i, i
12) O=c1nc2ccc(Cl)cn2c2ccc(S(=O)(=O)N3CCOCC3)cc12
→ i, i, i, -1, i, 0.1, 0, i, i, i, i
13) COC(=O)CCN(C(=O)c1ccc([N+](=O)[O-])cc1)c1ccccn1
→ i, i, i, 5, i, -0.8, 8, i, i, i, i
14) CCc1ccc(CC)c(S(=O)(=O)Nc2ccc(C(=O)O)c(O)c2)c1
→ i, i, i, 21, i, -0.1, -3, i, i, i, i
15) COc1cc(C(=O)N2CCc3ccccc32)ccc1OCc1c(C)noc1C
→ i, i, i, 0, i, -0.1, -2, i, i, i, i
16) COc1cc(/C=N/n2c(-c3ccccc3)n[nH]c2=S)cc(OC)c1O
→ i, i, i, 5, i, -0.2, 0, i, i, i, i
17) O=C1CCC(C(=O)Nc2cccc3ccccc23)N1 (stereo not drawn)
→ i, i, i, 8, i, 0.0, -5, i, i, i, i
18) COC(=O)CSc1nnc(-c2cnccn2)n1C
→ i, i, i, ?, i, 0.0, 3, nt, i, i, i
19) CC(C)(C)c1ccc(C(=O)Nc2nnc(Cc3c[nH]c4ccccc34)s2)cc1
→ i, i, i, 24, i, 0.4, 1, i, i, i, i
20) COc1ccc(CNC(=O)c2ccc(Br)s2)cc1OC
→ i, i, i, -6, i, 0.1, -16, i, i, i, i
21) Cn1nnc(NC(=O)COc2ccc(C3CCCCC3)cc2)n1
→ i, i, i, -1, i, -2.0, -4, i, i, i, i
22) COc1ccc(NC(=O)c2cc(S(=O)(=O)N3CCCC3)oc2C)cc1
→ i, i, i, -1, i, -0.4, -14, i, i, i, i
23) COc1ccc(N(CC(=O)N/N=C/c2cccc(OC)c2OC)S(=O)(=O)c2ccccc2)cc1
→ i, i, i, 6, i, -0.6, 4, i, i, i, i
24) COCCCNC(=O)C1Cc2cc(S(=O)(=O)N3CCCC3)ccc2N1C(C)=O (stereo not drawn)
→ i, i, i, 1, i, -0.2, 1, i, i, i, i
25) CCCOC1CCCN(C(=O)c2ccc(OC)c(OC3CCN(C(C)C)CC3)c2)C1 (stereo not drawn)
→ i, i, i, -4, i, -0.1, -1, i, i, i, i
26) CC(=O)NC1CCN(CC(=O)Nc2nccs2)CC1
→ i, i, i, 4, i, 0.3, -4, i, i, i, i
27) COc1ccc(S(=O)(=O)N(C)CC(=O)N2CCN(Cc3ccccc3)CC2)cc1C
→ i, i, i, -4, i, -0.6, 0, i, i, i, i
28) COc1cccc(C(=O)NC2CCN(CC(=O)Nc3cccc(C)c3C)CC2)c1
→ i, i, i, 5, i, 0.1, 1, i, i, i, i
29) COc1ccccc1NS(=O)(=O)c1cc(NC(=O)/C=C/c2cccs2)ccc1N1CCOCC1
→ i, i, i, 23, i, 0.0, 4, i, i, i, i
30) N#CCSc1nnc(Cc2cccs2)n1C1CCCCC1
→ i, i, i, 9, i, -1.4, -1, i, -4.7*, i, i
31) Cc1noc(C(=O)Nc2ccc(F)c(Cl)c2)c1Cl
→ i, i, i, -5, i, 0.7, 6, i, i, i, i
32) CCN(CC)C(=O)C(C)N(C#N)c1nc(C)cc(C)n1 (stereo not drawn)
→ i, i, i, 4, i, -0.5, -2, i, i, i, i
33) CCN(c1ccccc1)S(=O)(=O)c1ccc(Cl)c(C(=O)OCC(=O)NC(=O)C(C)C)c1
→ i, i, i, -8, i, -0.6, -3, i, i, i, i
34) CN(CCNC(=O)c1cc2c(=O)n(C)c3ccccc3c2n1C)Cc1ccccc1
→ i, i, -5.2*, 3, i, -0.1, 3, i, i, i, i
35) Cc1ccc(S(=O)(=O)N2C(=O)/C(=C3\SC(=S)NC3=O)c3ccccc32)cc1
→ i, i, i, 10, i, -0.1, 3, i, i, i, i
36) COc1ccc(-n2ncc3c2CC(C)(C)CC3NC(=O)CCN2CCCCC2=O)cc1 (stereo not drawn)
→ i, i, i, -1, i, 0.3, 6, i, i, i, i
37) Cc1cc2nc(C3CCCN(C(=O)NCc4ccccc4)C3)[nH]c2cc1C (stereo not drawn)
→ i, i, i, 0, i, -9.4, -2, i, i, i, i
38) CC(c1ccco1)N(C(=O)c1ccccc1F)c1ccccn1 (stereo not drawn)
→ i, i, i, -8, i, 0.0, 0, i, i, i, i
39) CCCc1nnc(NC(=O)CCCC(=O)O)s1
→ i, i, i, -4, i, -0.2, -1, i, i, i, i
40) CCn1cc(CN2CCCC(C(=O)c3ccc(-c4ccccc4)cc3)C2)cn1 (stereo not drawn)
→ i, i, i, 8, i, 0.0, 1, i, i, i, i
41) CC(Oc1ccc2ccc(=O)oc2c1)C(=O)N1CCOCC1 (stereo not drawn)
→ i, i, i, -7, i, -0.3, 4, i, i, i, i
42) C=CCn1c(C)csc1=Nc1ccc(C(=O)O)cc1
→ i, i, i, 0, i, -0.6, -2, i, i, i, i
43) O=C1CCN(S(=O)(=O)c2ccc(Cl)cc2)CC1
→ i, i, i, -10, i, -0.1, -6, i, i, i, i
44) O=C(N=Nc1c(O)n(C2OC(=O)c3ccccc32)c2ccccc12)c1ccc(O)cc1 (stereo not drawn)
→ i, i, i, -4, i, -0.3, -6, i, i, i, i
45) CCOC(=O)C1CCN(C(=O)C2CCN(S(=O)(=O)c3ccc4c(c3)CC(C)N4C(C)=O)CC2)CC1 (stereo not drawn)
→ i, i, i, 9, i, -0.1, -36, i, i, i, i
46) CSc1ccccc1NC(=O)c1c(Br)cnn1C
→ i, i, i, 4, i, -0.5, 0, i, i, i, i
47) COc1ccc(OC)c2sc(NC(=O)C3CC3)nc12
→ i, i, i, -5, i, -0.4, -2, i, i, i, i
48) CC(C)c1nnc(SCC(=O)NC2CCCCC2)n1C
→ i, i, i, -2, i, -0.2, -1, i, i, i, i
49) COc1ccc(NS(=O)(=O)c2cc(C(=O)Nc3ccccc3C(=O)O)ccc2C)cc1
→ i, i, i, 10, i, 1.9, 11, i, i, i, i
50) CCOc1ccc2c(c1)c(N=NC(N)=S)c(O)n2C
→ i, i, i, -16, i, -0.6, -18, i, i, i, i
51) Cc1ccc(C)c2[nH]c(=O)c(CN(CCCN(C)C)C(=O)NCc3ccccc3)cc12
→ i, i, i, -2, i, 0.0, 25, nt, i, i, i
52) CC(C)c1nn(-c2cc(C(F)(F)F)ccn2)c(=O)o1
→ i, i, i, -1, i, 0.2, -7, i, i, i, i
53) O=C(CCC1CCCCC1)Nc1c[nH]c(=O)[nH]c1=O
→ i, i, i, -2, i, -7.3, -1, i, i, i, i
54) CC(=O)Nc1ccc(-c2nn[nH]n2)cc1
→ i, i, i, -1, i, -0.1, 1, i, i, i, i
55) COc1cccc(NC(=O)N2C3CCCC2CC(NC(=O)C(C)(C)C)C3)c1 (stereo not drawn)
→ i, i, i, 1, i, -0.4, -1, i, i, i, i
56) COc1ccc(OCC(=O)Nc2cccc3cccnc23)cc1
→ i, i, i, 1, i, 0.4, 14, i, i, i, i
57) Cc1ccc2[nH]c3nc(SCC#N)nnc3c2c1
→ i, i, i, 15, i, -1.2, -6, i, i, i, i
58) O=C(c1cc(S(=O)(=O)N2CCOCC2)ccc1F)N(CCc1ccccc1)Cc1ccccc1
→ i, i, i, 3, i, 0.0, -1, i, i, i, i
59) N/C(=N\OC(=O)CC1CCCCC1)c1ccccc1
→ i, i, i, -2, i, 2.9, 2, i, i, i, i
60) CCOC(=O)c1cnc(-n2cc(C)cn2)nc1Nc1ccccc1OCC
→ i, i, i, 90*, i, 0.0, -1, i, i, i, i
61) CCOc1ccc(OCC)c(NC(=O)CN2CCN(c3cccc(C)c3)C(C)C2)c1 (stereo not drawn)
→ i, i, i, 22, i, -1.2, 1, i, i, i, i
62) Cc1ccc(C2N(c3nccs3)C(=O)C3CCCN32)cc1 (stereo not drawn)
→ i, i, i, -2, i, 0.0, -1, i, i, i, i

MrgX1 antagonist: hit marks shown above.
No.	SMILES	TRPC6 activator	Platelet DG rel	TRPC4 inh	MrgX1 antagonist	RGS4 block	MrgX1 ag
30	N#CCSc1nnc(Cc2cccs2)n1C1CCCCC1	i	-1	i	-4.7*	i	i
